Rab9 promoter act: activates the Rab9 promoter. Huh7 Rab9 promoter-luciferase reporter, luminescence, 24 h. Potency, µM (series often up to 9.22 µM), for inactives: at the top dose activation, negative = inhibition, actives largely listed as activators. 320,000 compounds, 2.8% hits; further: % of control where 0% means no effect; nearly all actives have a fitted effect of over 60% in size
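Stable Rab9-luc Huh7, 1500 cells/well, 2 h settle; cmpd in DMSO, 24 h, 37 °C/5% CO2; luciferase reagent 10 min RT; luminescence.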
NPC1 promoter act: NPC1 promoter activation; 320,000 compounds, 2.4% hits; AID 485313; Huh7 NPC1 promoter luciferase reporter, 24 h; Potency, µM (top dose mostly 9.22 µM), without a hit: top-dose activation, actives largely listed as activators;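 further: % of control where 0% means no effect; nearly all actives have a fitted effect of over 60% in size; reporter is driven by a mutant NPC1 promoter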
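Huh7 reporter cells (NPC1 promoter driving luciferase) are dosed with compound for 24 h at 37 °C, 5% CO2; luciferase detection reagent is then added and luminescence measured after 10 min at ambient temperature.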
FLuc modulator: counter-screen for miR-21 project: firefly luciferase inhibitors or activators | P08659 | purified FLuc, Km substrates, luminescence inhibition | Potency, µM (titrated, usually from 57.5 µM), for the others: at the top dose activity change, negative = inhibition, most hits filed as inhibitors | 360,000 compounds, 6.9% hits | AID 588342;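 further: plate controls were vehicle for no effect and reference inhibitor for full effect; nearly all actives have a fitted effect of over 55% in size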
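Purified P. pyralis luciferase, 10 nM final, with Km-level 10 uM D-luciferin and 10 uM ATP in 50 mM Tris acetate pH 7.5, 10 mM Mg acetate, 0.01% Tween-20, 0.05% BSA; 6-point qHTS titration about 60 µM downward; luminescence read.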
VP16 counter: counter-screen for ROR gamma inhibitors: Gal4-VP16 reporter | AID 2546 | 310,000 compounds, 3.5% hits | Drosophila S2 Gal4-VP16 UAS-luciferase, luminescence, 20 h | Potency, µM (top dose mostly 53.6 µM), without a hit: at the top dose activity, negative = inhibition, hits mostly inhibitors;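 further: Gal4-VP16 expression switched on by copper sulfate through the metallothionein promoter; on the % scale 0 is the no-effect control and ±100 the full control effect; nearly all actives have a fitted effect of over 50% in size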
BRCA1 expr up: increases BRCA1 expression; MCF7-BRCA1-FFLuc reporter, luminescence, 48 h; response scale: scaled: vehicle 0%, 10 µM genistein 100%; Potency, µM (doses to about 46.1 µM), for inactives: at the top dose activation, most hits filed as activators; 380,000 compounds, 1.1% hits; AID 624202; further: nearly all actives have a fitted effect of over 80% in size; some results filed as inactive show a strong effect at the top dose
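48 h compound treatment of MCF7-BRCA1-FFLuc cells (phenol-red free MEM, 37 °C), then 15 min with luciferase substrate and luminescence imaging.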
MBNL1 CUG block: inhibitors of human MBNL1 binding to CUG repeat RNA; Q9NR56; Potency, µM (highest dose often 57.5 µM), for inactives: top-dose activity change, negative = inhibition, hits mostly inhibitors; 280,000 compounds, 0.036% hits; AID 2675; TR-FRET MBNL1-His/biotin-(CUG)12 binding, 665/545 ratio; active means well fitted inhibition curve with a large enough effect in the signal ratio, with a control signal flat, not every such curve was filed as active; inconclusive means small, poorly fitted or top-dose-only effect, or effect the other way, or a change in a side signal; inactive means no such curve, though single readings can be large or run the other way; the % refers to the signal ratio; further: on the % scale 0 is the no-effect control and ±100 the full control effect
Target sequence (Q9NR56 whole entry, looked up): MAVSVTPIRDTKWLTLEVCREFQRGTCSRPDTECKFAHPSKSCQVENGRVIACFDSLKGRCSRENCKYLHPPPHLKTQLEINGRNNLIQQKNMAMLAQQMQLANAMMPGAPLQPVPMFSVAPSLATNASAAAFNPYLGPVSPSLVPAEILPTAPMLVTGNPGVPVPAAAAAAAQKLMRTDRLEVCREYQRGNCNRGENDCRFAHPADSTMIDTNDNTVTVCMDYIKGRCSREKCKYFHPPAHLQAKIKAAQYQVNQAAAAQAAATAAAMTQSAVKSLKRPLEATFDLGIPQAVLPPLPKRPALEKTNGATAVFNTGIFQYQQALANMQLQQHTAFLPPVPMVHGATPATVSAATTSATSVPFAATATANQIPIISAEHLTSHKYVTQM
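TR-FRET between His-tagged MBNL1 and biotin-(CUG)12 RNA, detected with Tb anti-His antibody (0.055 ng/ul) and streptavidin-XL665 (5 nM), 60 min at room temperature. Compounds titrated 92 nM to 58 uM; 665/545 nm ratio normalized to buffer and complex controls.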
MLL CXXC-DNA inh: MLL CXXC-DNA interaction inhibition. Q03164. AID 2662. 290,000 compounds, 0.037% hits. MLL-CXXC / FITC-HOXA9 DNA fluorescence polarization. Potency, µM (titrated, usually from 115 µM), inactives show at the top dose activity change, negative = inhibition, actives largely listed as inhibitors; active means well fitted inhibition curve with a large enough effect in the polarisation, with a control signal flat, not every such curve was filed as active; inconclusive means small, poorly fitted or top-dose-only effect, or effect the other way, or a change in a side signal; inactive means no such curve, though single readings can be large or run the other way; the % refers to the polarisation
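Fluorescence polarization: 7 uM MLL-CXXC (stock) preincubated 5 min with compounds, then 50 nM fluorescein-HOX-A9 DNA (stock) added; 30 min ambient. Buffer 50 mM Tris-HCl pH 7.5, 50 mM NaCl, 1 mM DTT, 0.05% BSA.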
uPA surface inh: cell surface uPA generation inhibition; cell surface uPA generation assay, qHTS; Potency, µM (top dose mostly 38.3 µM), for the others: at the highest dose activity change, negative = inhibition, actives largely listed as inhibitors; 330,000 compounds, 0.31% hits; AID 540303; active means well fitted inhibition curve with a large enough effect; inconclusive means small, poorly fitted or top-dose-only effect; inactive means no such curve, though single readings can be large or run the other way; tested in mouse RAW 264.7 cells; further: on the % scale 0 is the no-effect control and ±100 the full control effect; nearly all actives have a fitted effect of over 55% in size
p53 reactivator: restores transcriptional activity of mutant p53; H1299 p53-A138V BP100-luciferase reporter, luminescence, 24 h; Potency, µM (series often up to 92.2 µM), for inactives: at the top dose activity change, positive = activation, usual class: activators; 320,000 compounds, 0.063% hits; AID 504706; further: % of control where 0% means no effect; nearly all actives have a fitted effect of over 45% in size
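H1299 (p53-null), stable ts p53-A138V + BP100-Luc; 1000 cells/well, Opti-MEM/10% FBS; cpd 4 pt, 1:5; 24 h, 37 deg C, 5% CO2; detection reagent 10 min RT; luminescence.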
ELG1 genotox: inducers of genotoxicity in HEK293T ELG1-luciferase cells; 330,000 compounds, 1.3% hits; Potency, µM (doses to about 46 µM), inactives show at the top dose activity change, positive = activation, actives largely listed as activators; AID 504466; HEK293T ELG1-luciferase reporter, luminescence, 16 h; further: % of control where 0% means no effect; nearly all actives have a fitted effect of over 60% in size
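Screening used a luciferase reporter fused to human ELG1 in HEK293T cells. Luminescence was read on a CCD plate imager after 16 hr exposure and 30 min ONE-Glo incubation.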
RORg inh: inhibitors of mouse ROR gamma transcriptional activity; P51450; Drosophila S2 Gal4-RORgamma UAS-luciferase reporter, 20 h; Potency, µM (highest dose often 53.6 µM), for the others: at the highest dose activity change, negative = inhibition, actives largely listed as inhibitors; 310,000 compounds, 5.4% hits; AID 2551; further: on the % scale 0 is the no-effect control and ±100 the full control effect; nearly all actives have a fitted effect of over 60% in size
Target sequence (P51450 whole entry, looked up, the tested form may be a part): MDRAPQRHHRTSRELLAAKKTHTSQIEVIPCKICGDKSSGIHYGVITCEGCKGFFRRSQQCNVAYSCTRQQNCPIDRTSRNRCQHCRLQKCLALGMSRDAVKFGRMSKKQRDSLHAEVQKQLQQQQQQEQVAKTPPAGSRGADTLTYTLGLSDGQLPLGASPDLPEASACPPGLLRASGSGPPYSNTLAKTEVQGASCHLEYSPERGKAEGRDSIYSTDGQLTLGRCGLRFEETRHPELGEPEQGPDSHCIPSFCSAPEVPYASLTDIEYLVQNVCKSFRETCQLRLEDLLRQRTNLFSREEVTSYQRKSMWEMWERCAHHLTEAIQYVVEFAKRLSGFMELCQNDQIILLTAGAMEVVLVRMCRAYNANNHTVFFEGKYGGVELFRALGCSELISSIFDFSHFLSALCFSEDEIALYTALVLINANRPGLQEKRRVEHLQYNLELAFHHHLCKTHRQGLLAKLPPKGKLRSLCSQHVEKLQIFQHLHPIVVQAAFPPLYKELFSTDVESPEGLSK
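Stable Schneider cell line, Gal4 DNA-binding domain fused to ROR gamma, UAS-luciferase. Cmpd 1 hr RT → CuSO4 700 uM final → 20 hr RT → luciferase reagent 10 min → luminescence.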
Starred values were filed as active, the others as inactive; ? = inconclusive; nt = no result given; [ ] = another dose, or the depositor's remark. Unless noted, the call rests on the fitted dose curve; in most records, active means well fitted curve in the direction sought with a large enough effect; inconclusive means small, poorly fitted or top-dose-only effect, or another doubt; inactive means no such curve, though single readings can be large; an effect the other way counts as inactive or inconclusive. Potency means the concentration at half of the fitted maximal effect.

SMILES	Rab9 promoter act	NPC1 promoter act	FLuc modulator	VP16 counter	BRCA1 expr up	MBNL1 CUG block	MLL CXXC-DNA inh	uPA surface inh	p53 reactivator	ELG1 genotox	RORg inh
CCC(C(=O)OC)(C(=O)OC)c1ccc([N+](=O)[O-])cc1	1%	-1%	-2%	8%	0%	?	-4%	-5%	-6%	0%	3%
CCN(CC)CCn1c(NCc2cccc(OC)c2)nc2ccccc21	-1%	11%	2%	-8%	5%	-13%	1%	3%	3%	-2%	5.6µM*
O=C(C1=C(O)C(=O)N(CCN2CCOCC2)C1c1cccc(F)c1)c1cc2ccccc2o1 (stereo not drawn)	3%	-6%	-4%	0%	-15%	168%[activator]	-11%	2%	3%	2%	9%
Cc1nnc(SCC(=O)Nc2ncc(S(=O)(=O)c3ccc([N+](=O)[O-])cc3)s2)s1	-5%	0%	3%	27%	-24%	-6%	9%	5%	6%	?	-8%
Clc1ccc(-n2cc(COCc3ccccc3)nn2)cc1	0.89µM*	0.89µM*	1.9µM*	?	?	-2%	-1%	0%	28%	?	?
Cc1ccc(NCc2nnc(SCC(=O)N3c4ccccc4Sc4ccccc43)o2)c(C)c1	-7%	0%	2%	3%	-41%	nt	?	4%	0%	-9%	22%
O=C(Nc1ccc(OCc2ccccc2Cl)cc1)c1cccnc1	1%	-3%	?	18%	-52%	-9%	1%	?	-115%[inhibitor]	2%	16%
COCCNc1oc(/C=C/c2ccccc2)nc1C#N	3.5µM*	?	11µM*	-3%	?	?	-1%	1%	11%	18µM*	24%
Cc1cccc(NS(=O)(=O)c2nnc(NC(=O)c3ccccc3F)s2)c1	0%	0%	-9%	-4%	-5%	5%	nt	6%	6%	0%	?
COc1ccc(-c2noc(CCCC(=O)O)n2)cc1	-17%	-17%	11µM*	0.35µM*	-75%	0%	3%	-1%	-24%	-1%	0.32µM*
Clc1ccc(-c2nnc(SCc3cn4ccsc4n3)n2CC2CCCO2)cc1 (stereo not drawn)	-2%	-1%	-1%	8%	-15%	3%	-10%	-4%	-3%	3%	-1%[10 µM]
CC12CCC(O)CC1=CCC1C2CCC2(C)C1CCC21CCC(=O)O1 (stereo not drawn)	1%	1%	5%	-11%	-32%	-14%	2%	-1%	-10%	-1%	-7%
COc1ccc(CNC(=O)CN(Cc2cccs2)C(=O)CCC(=O)Nc2ccccn2)cc1	0%	1%	-3%	-6%	-14%	-1%	-2%	4%	-3%	-5%	41%
Cc1cc(SCC(=O)N2CCC(c3noc4ccc(F)cc34)CC2)nc2ccccc12	-9%	-7%	-3%	1%	-1%	0%	5%	nt	-8%	-16%	10%
C/C(=C\C(=O)OCCCCCCCCC(=O)O)C[C@@H]1OC[C@H](C[C@@H]2O[C@H]2[C@@H](C)[C@H](C)O)[C@@H](O)[C@H]1O	nt	nt	nt	0%	4%	nt	-9%	5%	nt	nt	2%
O=C(Nc1ccccc1-c1ccccc1)c1ccccc1[N+](=O)[O-]	6%	-2%	6%	4%	-20%	?	18%	-37%	nt	0%	11%
CN(c1ccc(C(=O)NCCSC(C)(C)C)cc1)S(=O)(=O)c1ccccc1	-4%	-1%	0%	-7%	-5%	7%	5%	-1%	0%	-5%	33%
O=C(NCCCC(=O)N1CCCCC1)c1ccc(Cl)cc1	-5%	-3%	2%	-6%	-3%	0%	27%	2%	12%	-5%	-1%
Cc1ccc(C(c2c(O)nc3n(c2=O)CCS3)c2c(O)nc3n(c2=O)CCS3)cc1	-1%	-4%	0%	3%	-16%	nt	?	2%	5%	0%	-9%
CCOc1nc(NCCO)nc(Nc2ccccc2F)n1	-4%	2%	-2%	6%	16%	0%	6%	9%	5%	17%	26%
CC(=O)c1cccc(NC(=S)Nc2cccc3ccccc23)c1	-2%	1%	-1%	11µM*	-12%	31%[activator]	0%	-21%	?	14%	13µM*
C=CCn1c(SCC(O)Cn2c3ccccc3c3ccccc32)nnc1-c1ccco1 (stereo not drawn)	-3%	-4%	4%	-3%	-46%	-8%	1%	14%	-4%	-18%	14%
CCOC(=O)c1ccc(CNCc2ccccc2)cc1	11%	19%	?	2%	11µM*	-5%	6%	4%	?	15%	17%
O=C(Nc1ccncc1)C1CCN(S(=O)(=O)c2ccc(Cl)c(C(F)(F)F)c2)CC1	-1%	-7%	6%	nt	-21%	nt	nt	11µM*	-6%	1%	nt
COc1ccc(-c2csc(NC(=O)CN3C(=O)CCC3=O)n2)cc1	-6%	3%	?	1%	-10%	-7%	-5%	22%	3%	2%	12%
Next part:
SMILES	Rab9 promoter act	NPC1 promoter act	FLuc modulator	VP16 counter	BRCA1 expr up	MBNL1 CUG block	MLL CXXC-DNA inh	uPA surface inh	p53 reactivator	ELG1 genotox	RORg inh
CCOC(=O)C(NC(=O)c1ccc(OC)cc1)(OCC1(CC)COC1)C(F)(F)F (stereo not drawn)	6%	-1%	1%	0%	4%	-3%	-11%	11%	-7%	-1%	-14%
O=C(CCc1ccccc1)NNC(=O)COc1ccc(Br)cc1	-4%	-2%	1%	-6%	-1%	-3%	12%	-3%	-1%	-1%	21%
Cc1ccc(OCc2nnnn2-c2ccccc2)cc1	0%	1%	1%	15%	-21%	-1%	2%	0%	-6%	4%	-29%
CC1CCN(C(=O)/C(=C\c2ccccc2)NC(=O)c2ccccc2)CC1	4%	2%	-9%	5%	-5%	-2%	-9%	8%	-4%	-1%	-6%
CSc1nnc(NC(=O)c2ccc(C)c(S(=O)(=O)N3CCOCC3)c2)s1	6%	26%	?	16%	67%	-5%	-6%	1%	-4%	?	6%
CCOC(=O)C1CCCN(c2c(N3CCc4ccccc4C3)c(=O)c2=O)C1 (stereo not drawn)	-6%	-2%	1%	11%	nt	?	?	nt	-2%	2%	-11%
CCN(CC)S(=O)(=O)c1ccc(=O)n(CC(=O)N2CCCc3cc(C)ccc32)c1	0%	1%	6%	nt	6%	nt	nt	-18%	-7%	-5%	nt
COc1ccccc1NS(=O)(=O)c1cccc(C(=O)N/N=C/c2ccc3c(c2)OCCO3)c1	2%	-1%	11µM*	-5%	23%	10%	3%	5%	21%	4%	-7%
COC(=O)c1ccc(COc2ccccc2/C=C(\C#N)C(=O)Nc2ccc(C)cc2C)cc1	-4%	-5%	-2%	-17%	44%	nt	-12%	-5%	-9%	?	6%[10 µM]
O=C(c1ccco1)N1CCN(c2c([N+](=O)[O-])nn(-c3ccc(Cl)cc3)[n+]2[O-])CC1	-10%	0%	-10%	3%[10 µM]	-31%	?	7%	2%	14%	-1%	-18%
O=C(/C=C/c1ccccc1)c1ccc(NC2=NCCCS2)cc1	?	?	4.3µM*	?	?	22%	44%[activator]	-11%	?	?	?
O=C(Cn1nc(C(F)(F)F)c2c1CCCCC2)N1CCOCC1	12%	1%	6%[2.3 µM]	1%	10%	3%	1%	5%	-6%	1%	-19%
O=C(CN1CCN(Cc2ccccc2)CC1)NCc1ccccc1Cl	0%	-5%	1%	0%	11%	-2%	-4%	-2%	1%	6%	0%
O=C1Cc2cc(NS(=O)(=O)c3ccc([N+](=O)[O-])cc3)cc3c2N1CCC3	-3%	2%	9%	nt	-19%	nt	nt	2%	1%	5%	nt
CCCN1C(=O)c2ccccc2NC1c1ccc(Cl)c(Cl)c1 (stereo not drawn)	0%[1.84 µM]	-2%	1%	-1%	-29%	-1%	11%	-4%	-5%	-3%	-39%
CC(C)(C)C(=O)CNS(=O)(=O)c1ccc(S(=O)(=O)NC2CCCC2)cc1	-5%	1%	14%	5%	-31%	1%	0%	5%	-6%	-3%	8%
COCCN(CCOC)C(=O)CSc1ccc(S(=O)(=O)N2CCN(C)CC2)cn1	0%	0%	4%	nt	-5%	nt	nt	-3%	-6%	2%	nt
COc1ccc(/C=N/NC(=O)Cn2c(Cc3ccc(OC)c(OC)c3)nc3ccccc32)cc1OC	1%	0%	-2%	-5%	4%	17%	-8%	3%	-12%	-4%	2%
O=C(NCCN1C(=O)S/C(=C\c2cccs2)C1=O)c1ccco1	-37%[inhibitor]	8%	-11%	28%	-16%	?	1%	4%	6%	-4%	?
Cc1ccc2[nH]c(=O)cc(C(=O)OC(C)C)c2c1	-13%	3%	0%	8%	-5%	22%	-4%	3%	-2%	0%	0%
CCOc1ccc([C@@H]2CC=C(C(=O)O)[C@H](c3ccc(Cl)cc3)N2S(=O)(=O)c2ccc(C)cc2)cc1	0%	0%	4%	nt	-10%	nt	nt	0%	2%	-1%	nt
O=C(Nc1ccccc1)n1ccc(-c2ccc(-n3ccnc3)cc2)n1	?	23%	?	3%	nt	nt	1%	nt	18%	11%	17%

Some of the compounds tested; rates above refer to the full screens.
